PLK1 PBD inh: PLK1 (human) polo-box domain binding inhibition | Plk1 PBD binding of FITC phosphopeptide, fluorescence polarization | Potency, µM, without a hit: max response, negative = inhibition, most hits filed as inhibitors | actives 2.8% (n = 360,000) | AID 720504; further: potency means the concentration at half of the fitted maximal effect; series mostly up to about 57 µM; on the % scale 0 is the no-effect control and ±100 the full control effect; nearly all actives have a fitted effect of over 65% in size
GLP1R ag: GLP-1 receptor (human) agonism; P43220; HEK293 GLP-1R CRE-luciferase, luminescence, 4-6 h; cells express a hypersensitive GLP-1R form; Potency, µM (top dose mostly 45.6 µM), for the others: top-dose activation, actives largely listed as activators; actives 0.007% (n = 380,000); AID 624172; further: potency means the concentration at half of the fitted maximal effect; % of control where 0% means no effect
Target sequence (P43220 whole entry, looked up): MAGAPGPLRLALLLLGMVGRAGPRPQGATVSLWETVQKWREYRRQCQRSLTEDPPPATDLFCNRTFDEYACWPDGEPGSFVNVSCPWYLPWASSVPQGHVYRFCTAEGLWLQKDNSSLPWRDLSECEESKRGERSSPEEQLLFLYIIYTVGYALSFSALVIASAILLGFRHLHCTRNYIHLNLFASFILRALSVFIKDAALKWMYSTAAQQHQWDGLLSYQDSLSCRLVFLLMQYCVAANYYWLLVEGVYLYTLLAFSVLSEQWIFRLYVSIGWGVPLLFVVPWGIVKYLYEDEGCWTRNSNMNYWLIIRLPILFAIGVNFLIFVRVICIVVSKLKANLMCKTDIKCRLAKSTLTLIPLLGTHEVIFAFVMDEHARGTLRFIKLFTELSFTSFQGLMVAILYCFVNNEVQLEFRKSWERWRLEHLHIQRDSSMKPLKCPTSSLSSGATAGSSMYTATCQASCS
D3 antag: antagonists of human D3 dopamine receptor. P35462. max response, negative = inhibition, %. actives 2.5% (n = 360,000). D3R cells, DiscoveRx beta-arrestin luminescence, antagonist mode; hits give low values; in the data active means max response below about -50%; inconclusive means no clear call, values can overlap the other calls; further: on the % scale 0 is the no-effect control and ±100 the full control effect; mostly tested at two doses, the higher about 12 µM
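Cells plated overnight at 1500 cells/well, then exposed to library compounds with dopamine controls for 90 minutes at 37 degrees C. DiscoveRx reagent added for 30–60 minutes at room temperature; luminescence read, quantitative HTS format.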
IL-2 act: IL-2 activation. activation, % (series mostly up to about 46 µM). actives 0.065% (n = 360,000). IL-2 activation reporter assay, cell-based qHTS; stimulated with anti-CD3/CD4/CD28 beads; in transgenic mouse T cells; in the data active means activation above about 50%; inconclusive means mostly about 30% to 49%; further: 0% is about no effect
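Unstimulated transgenic mouse T cells preincubated 60 min with compound, then stimulated with anti-CD3/anti-CD4-coated beads plus anti-CD28 for 18 h at 37 degrees C. IL-2 response read as EGFP and DsRed fluorescence by plate cytometry.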
WRN inhibitor: WRN helicase (human) inhibition | WRN helicase unwinding, fluorescent forked duplex, kinetic | Q14191 | Potency, µM (series often up to 114 µM), for inactives: at the highest dose activity change, negative = inhibition, hits mostly inhibitors | actives 0.46% (n = 360,000); further: potency means the concentration at half of the fitted maximal effect; on the % scale 0 is the no-effect control and ±100 the full control effect; nearly all actives have a fitted effect of over 55% in size
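Screening of the MLSMR collection measured strand separation of a quenched forked DNA duplex (100 nM) by 20 nM WRN with 2 mM ATP, all final. Compounds were preincubated with enzyme 15 min at room temperature.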
GLP1R inv ag: acts as inverse agonist at human GLP-1 receptor. AID 624417. actives 1.6% (n = 410,000). HEK293 GLP-1R CRE-luciferase, luminescence, 24 h; GLP-1R form is constitutively active. Potency, µM (doses to about 38.3 µM), for the others: at the top dose activity change, negative = inhibition, usual class: inhibitors; further: potency means the concentration at half of the fitted maximal effect; on the % scale 0 is the no-effect control and ±100 the full control effect; nearly all actives have a fitted effect of over 55% in size
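Cells are plated, allowed 12 hours at 37 deg C, then treated with compounds for 24 hr before luciferase detection reagent is added and luminescence is read after 12 min at room temperature. The HEK293 line carries constitutively active GLP-1R with a cAMP-responsive reporter.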
DRD3 agonist: agonists of human D3 dopamine receptor; P35462; D3R DiscoveRx beta-arrestin cells, luminescence, 90 min; max activation, %; actives 0.58% (n = 410,000); AID 652048; in the data active means max activation above about 30%; further: 0% is about no effect; mostly tested at two doses, the higher about 12 µM
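Agonist-mode cell screen: cells plated at 1500/well and incubated overnight at 37 °C, then exposed to library compounds for 90 min at 37 °C. Detection reagent was added for 30–60 min at room temperature, and luminescence was read.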
HEK293 tox: cytotoxicity in counter-screen for GLP-1R inverse agonists; Potency, µM (highest dose often 38.3 µM), for the others: at the highest dose activity change, negative = inhibition, hits mostly inhibitors; AID 624418; actives 0.13% (n = 410,000); HEK293 cAMP-luciferase reporter cells, luminescence, 24 h;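 further: loss of luciferase light is scored as toxicity; potency means the concentration at half of the fitted maximal effect; on the % scale 0 is the no-effect control and ±100 the full control effect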
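A 23 nL compound transfer followed 12 hours of cell culture at 37 deg C; exposure then lasted 24 hr. Luciferase assay detection reagent was dispensed and plates read for luminescence after a 12 min room-temperature wait.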
PI5P4Ka inh: inhibitors of human PI5P4K alpha. PI5P4Kalpha enzyme, ADP-Glo luminescence, 60 min; hits give low values. max response, %. actives 1.2% (n = 330,000). P48426; active means max response of -50% or lower; inconclusive means between -30% and -50%; inactive means -30% or higher; further: value at the top dose of about 77 µM; on the % scale 0 is the no-effect control and ±100 the full control effect
Target sequence (P48426 whole entry, looked up): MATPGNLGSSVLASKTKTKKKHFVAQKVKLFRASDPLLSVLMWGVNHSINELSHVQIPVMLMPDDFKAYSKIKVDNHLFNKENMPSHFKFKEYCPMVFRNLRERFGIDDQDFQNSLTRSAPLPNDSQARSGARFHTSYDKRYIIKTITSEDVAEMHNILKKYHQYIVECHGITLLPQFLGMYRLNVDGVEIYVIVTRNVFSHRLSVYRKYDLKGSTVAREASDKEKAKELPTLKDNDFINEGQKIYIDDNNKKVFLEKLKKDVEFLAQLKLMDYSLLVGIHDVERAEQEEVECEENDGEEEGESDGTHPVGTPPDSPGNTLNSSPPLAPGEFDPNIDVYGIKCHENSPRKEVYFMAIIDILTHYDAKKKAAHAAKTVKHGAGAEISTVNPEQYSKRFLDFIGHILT
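ADP-Glo luminescence end-point read after a 60 min room-temperature kinase reaction of PI5P4Kalpha plus substrate, initiated with ATP at 5 microM final. Buffer: 0.038 M HEPES pH 7.4, EGTA, 0.1% CHAPS, 5% DMSO.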
Starred values were filed as active, the others as inactive; ? = inconclusive; . = not tested or not shown; [ ] = another dose, or the depositor's remark. Unless noted, the call rests on the fitted dose curve; in most records, active means well fitted curve in the direction sought with a large enough effect; inconclusive means small, poorly fitted or top-dose-only effect, or another doubt; inactive means no such curve, though single readings can be large; an effect the other way counts as inactive or inconclusive.

Results follow in this order: PLK1 PBD inh	GLP1R ag	D3 antag	IL-2 act	WRN inhibitor	GLP1R inv ag	DRD3 agonist	HEK293 tox	PI5P4Ka inh
[1] CCN(CC)C(=O)Oc1nnc(SC(C)C)n1-c1ccc(Cl)cc1
→ -9%	4%	-19	-0.8	-23%	?	-9	-3%	6
[2] CCc1nnc(NC(=O)c2ccc(-c3ccc(Cl)cc3)o2)s1
→ -8%	1%	0	-2.8	?	51%[activator]	-9	-3%	-2
[3] CC(C)N1C(=O)C(=O)N(CC(=O)N2c3ccccc3NC(=O)CC2C)C1=O (stereo unspecified)
→ -12%	-20%	-1	-6.3	1%	7%	-9	-2%	-10
[4] O=C(COC(=O)Cc1ccccc1F)Nc1ccccc1[N+](=O)[O-]
→ -6%	-1%	-16	0.2	-2%	14%	2	1%	-13
[5] CCC(C(=O)NCc1ccccc1)n1c(-c2cccs2)nc2ccccc21 (stereo unspecified)
→ -3%	.	-4	2.3	2%	?	-10	2%	-10
[6] CCN1C(=O)c2cccc3c(S(=O)(=O)NCC4CCCO4)ccc1c23 (stereo unspecified)
→ -24%	9%	-17	-4.1	-1%	85%[activator]	5	.	-6
[7] O=C(CNC(=O)c1ccco1)OCC(=O)c1ccc([N+](=O)[O-])cc1
→ ?	0%	-2	1.0	7%	1%	32*	16%	-11
[8] CCOC(=O)Cc1csc(SCn2nnc3ccccc3c2=O)n1
→ -11%	6%	12	1.5	8%	1%	-2	-9%	3
[9] CCOC(=O)C1CCCCN1Cc1cc(OC)ccc1OC (stereo unspecified)
→ 0%	7%	-26	-2.2	5%	-7%	2	0%	.
[10] Cc1cc(=O)oc2cc(O[C@@H]3O[C@H](CO)[C@H](O)[C@H](O)[C@H]3O)ccc12
→ 3%	-1%	-21	-5.7	7%	10%	-4	-4%	-4
[11] Cc1ccc(N(Cc2cc(=O)[nH]c3ccccc23)C(=O)c2ccco2)cc1
→ -14%	-3%	9	-1.0	-1%	0%	3	-13%	2
[12] CCSc1nc2ccc(N3C(=O)C4C5C=CC(C5)C4C3=O)cc2s1 (stereo unspecified)
→ ?	2%	9	0.8	1%	-26%	2	-19%	-3
[13] CC1(C)CC(=O)c2c(n(-c3cccc4ccccc34)ccc2=O)C1
→ -9%	0%	0	0.1	3%	-10%	-14	-5%	-7
[14] O=S(=O)(Nc1ccc2nc(N3CCOCC3)sc2c1)c1ccccc1
→ -10%	21%	-1	-5.6	-1%	37%[activator]	-10	-1%	-2
[15] CCN(CC)c1nc2ccccc2c(N)c1-c1ccccc1
→ -6%	-1%	?	2.5	-31%	2.5µM*	-11	-6%	4
[16] O=C(Cc1ccc(Br)cc1)NCCCn1ccnc1
→ -6%	0%	7	-0.3	-5%	4%	-3	5%	7
[17] O=C(Nc1ccc(-n2cccn2)cc1)C1CCN(Cc2ccsc2)CC1
→ -3%	-11%	-20	-3.5	-23%	?	-35	-19%	-1
[18] CCn1c(SCC(=O)Nc2cccc(NC(C)=O)c2)nnc1C(C)C
→ -4%	0%	8	-0.6	-1%	2%	3	-1%	8
[19] CCOC(=O)N1CCN(C(=O)/C=C/c2ccc(OC)c(OC)c2)CC1
→ 3%	-1%	-3	1.2	2%	37%[activator]	1	-2%	0
[20] C/C(=N\NC(=O)c1ccc(O)cc1)c1cccc(NC(=O)c2ccccc2C)c1
→ 6%	-7%	-11	3.9	-13%	?	0	-29%	-3
[21] O=C(O)c1cc(S(=O)(=O)N2CCOCC2)ccc1N1CCOCC1
→ -8%	-8%	-1	-0.1	2%	3%	2	-6%	0
[22] COc1ccc2nc3sc(C(=O)N4CCN(C)CC4)cc3cc2c1
→ -5%	6%	-1	-1.1	7%	16%	-7	-7%	11
[23] CC1=NN(C(=O)c2cccc(Cn3nc(C)c([N+](=O)[O-])c3C)c2)C(O)(C(F)(F)F)C1 (stereo unspecified)
→ -5%	2%	-8	-0.9	-6%	?	-5	-24%	.
[24] Cc1nc2nc(SCc3ccccc3)[nH]n2c(=O)c1CCC(C)C
→ -15%	0%	-5	-0.2	-1%	17%	2	0%	3
[25] Cc1ccc(OCC(=O)NC2CC(C)(C)NC(C)(C)C2)cc1C
→ -12%	2%	-8	1.2	11%	-28%	4	0%	1
[26] COc1ccc(-c2c(C(F)(F)F)nn(C)c2NC(=O)c2ccco2)cc1
→ 4%	13%	-9	-0.1	4%	?	-5	-8%	3
[27] CC(=O)N1CCN(C(=O)c2ccc(C)c(S(=O)(=O)N3CCCCC3)c2)CC1
→ -1%	2%	-5	-6.0	-1%	8%	-14	-14%	-21
[28] CCN(CC)C(=O)[C@H]1C[C@H](CC(=O)NCCCn2ccnc2)C(=O)N2CCc3c([nH]c4ccc(Cl)cc34)[C@]12C
→ -12%	-4%	-22	-0.1	-2%	-4%	-11	12%	1
[29] CCOc1ccc(NC(=O)N(c2ccccc2)c2ccccc2)cc1
→ -13%	-10%	-8	-0.1	-7%	?	-10	-4%	5
[30] Cc1cccc(N/N=C/c2ccncc2)c1
→ 3%	6%	-4	-4.5	7%	?	-12	0%	-5

As entered above:
For D3 antag, Cc1cc(=O)oc2cc(O[C@@H]3O[C@H](CO)[C@H](O)[C@H](O)[C@H]3O)ccc12 shows -21
For PI5P4Ka inh, O=C(Nc1ccc(-n2cccn2)cc1)C1CCN(Cc2ccsc2)CC1 shows -1
For PI5P4Ka inh, O=S(=O)(Nc1ccc2nc(N3CCOCC3)sc2c1)c1ccccc1 shows -2

Returning to the listing with the three entries that preceded the break.
Results follow in this order: PLK1 PBD inh	GLP1R ag	D3 antag	IL-2 act	WRN inhibitor	GLP1R inv ag	DRD3 agonist	HEK293 tox	PI5P4Ka inh
[28] CCN(CC)C(=O)[C@H]1C[C@H](CC(=O)NCCCn2ccnc2)C(=O)N2CCc3c([nH]c4ccc(Cl)cc34)[C@]12C
→ -12%	-4%	-22	-0.1	-2%	-4%	-11	12%	1
[29] CCOc1ccc(NC(=O)N(c2ccccc2)c2ccccc2)cc1
→ -13%	-10%	-8	-0.1	-7%	?	-10	-4%	5
[30] Cc1cccc(N/N=C/c2ccncc2)c1
→ 3%	6%	-4	-4.5	7%	?	-12	0%	-5
[31] O=C(Nc1ccc(N2CCCC2)cc1)c1cccc(Cl)c1Cl
→ -3%	0%	6	0.9	-9%	-15%	4	-17%	-11
[32] Cn1c(CCN2CCN(c3ccccn3)CC2)nc2cc(NS(=O)(=O)c3ccc(Cl)cc3)ccc21
→ 5%	-3%	-69*	-2.9	-7%	?	-10	-29%	0
[33] CC(=O)Nc1ccc(NC(=O)CCOc2cc(C)ccc2C)cc1
→ -7%	6%	-15	0.6	5%	3%	-13	-4%	-12
[34] Cc1ccc(CCNc2ncnc(Cl)c2N)cc1
→ 1%	9%	-3	-0.9	-1%	?	5	-24%	0
[35] Cc1cccc(C)c1NC(=O)C(C1CC1)n1c(=O)c(-c2ccccc2)nc2ccccc21 (stereo unspecified)
→ 0%	.	-3	-0.4	-7%	?	5	-11%	2
[36] C(=N\N1CCN(C2c3ccccc3-c3ccccc32)CC1)/c1ccccn1
→ -8%	-13%	-15	-1.5	0%	-13%	-5	16%	24
[37] CCOCCc1nnc(NC(=O)CS(=O)(=O)c2ccc(C)cc2)s1
→ -7%	3%	15	0.5	2%	18%	1	1%	4
[38] NC(=O)CSc1nnc(Cn2c(=O)sc3ccccc32)n1-c1ccccc1
→ -14%	-2%	-20	-1.0	-4%	-22%	-4	5%	1
[39] CCCCCCn1nc(C(=O)N(CC(C)C)c2c(N)n(CCCC)c(=O)[nH]c2=O)c2ccccc2c1=O
→ 1%	-1%	4	-0.5	-10%	?	3	-2%	-5
[40] Cc1[nH]n(-c2ccccc2)c(=O)c1N=Nc1c(O)cc(S(=O)(=O)N(C)C)c2ccccc12
→ 30µM*	5%	-23	0.9	-4%	?	-33	-24%	-8
[41] CC(C)CN1CCN(Cc2cn(C)c3ccccc23)CC1CCO (stereo unspecified)
→ -3%	0%	2	0.4	-16%	-6%	-4	-1%	-4
[42] Cn1cc(Br)c(C(=O)NNC(=O)c2cccc(Br)c2)n1
→ 0%	2%	-6	-4.2	-1%	0%	-6	-3%	-1
[43] CCOc1ccc(C(=O)NCc2ccc3c(c2)OCO3)cc1
→ 4%	19%	3	-0.6	-6%	-11%	-9	-5%	-1
[44] O=C(c1ccc2c(c1)OCO2)N1CCCN(C(=O)c2ccc3c(c2)OCO3)CC1
→ -12%	6%	-12	-0.3	4%	4%	-5	-2%	-5
[45] CCOc1ccccc1-c1cc(C(=O)Nc2ccc(C(=O)O)cc2)c2ccccc2n1
→ -9%	0%	7	-3.8	-6%	9%	-6	0%	-24
[46] O=C(OCCc1cc2ccccc2c(=O)o1)c1cccs1
→ -2%	6%	0	-3.1	-5%	-1%	-4	3%	-8
[47] Nc1ccn(-c2ccccc2)c(=O)c1
→ -2%	4%	12	0.6	-7%	7%	-2	-1%	1

Entries from the list above that contain a CF3 group:
Results follow in this order: PLK1 PBD inh	GLP1R ag	D3 antag	IL-2 act	WRN inhibitor	GLP1R inv ag	DRD3 agonist	HEK293 tox	PI5P4Ka inh
[23] CC1=NN(C(=O)c2cccc(Cn3nc(C)c([N+](=O)[O-])c3C)c2)C(O)(C(F)(F)F)C1 (stereo unspecified)
→ -5%	2%	-8	-0.9	-6%	?	-5	-24%	.
[26] COc1ccc(-c2c(C(F)(F)F)nn(C)c2NC(=O)c2ccco2)cc1
→ 4%	13%	-9	-0.1	4%	?	-5	-8%	3

Bioassay records (PubChem BioAssay)
